Compound activity (PubChem BioAssay)
Rab7 wt modul: alters GTP binding to wildtype dog Rab7; GST-Rab7 beads, fluorescent GTP binding, flow cytometry; actives lie on both sides; untreated = 100%, excess cold GTP = 0%; AID 758; hit rate 0.055% among 190,000; GTP binding activity (percent of control), % at 10 µM;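 active = fluorescent GTP binding to Rab7 beads changed by at least 20 points from the 100% baseline, either direction, mostly lower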;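 note: median green fluorescence of bound Bodipy-FL-GTP per Rab7 bead population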
Rac1 mut GTP: human Rac1 activated mutant GTP binding change | GST-Rac1 activated beads, fluorescent GTP binding, flow cytometry; actives lie on both sides; 100% means binding = to untreated wells | percent activity (GTP binding), % at 10 µM | hit rate 0.11% among 190,000 | AID 764;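 active = GTP binding at least 20 percentage points away from the 100% baseline, in either direction, so actives lie on both sides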
Pf gamet viab: P. falciparum stage V gametocyte viability inhibition. P. falciparum stage V gametocytes, ATP luminescence, 24 h. inhibition, % at 10.9 µM. hit rate 0.065% among 150,000. AID 743093;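 active = inhibition above the mean plus 3 SD of compounds within the control limits, set per campaign, cut at about 38% in these data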;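 note: 0% = DMSO wells and 100% = medium only without gametocytes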
GSH bead fluor: compound fluoresces at 488/530 nm on GSH beads. GSH beads flow cytometry, compound fluorescence 488/530 nm; hits give high values. fluorescence (KMESF) at 10 µM. hit rate 0.25% among 190,000. AID 1776; in the data active = fluorescence above about 89;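 note: glutathione beads carrying GST-tagged Bcl family fusion proteins plus one bare bead set; values are compound well signal with DMSO vehicle wells as background; inactives centre near 16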
Avidin fluor: compound fluoresces at 488/530 nm on avidin beads. compound fluorescence 488/530 nm, flow cytometry; hits give high values. fluorescence (KMESF) at 10 µM. hit rate 0.38% among 220,000. AID 1775; in the data active = fluorescence above about 47; note: inactives centre near 10
ABCG2 block: human ABCG2 inhibition, ABCB1 as counter-screen; Q9UNQ0; IgMXP3 cells, JC-1 efflux, flow cytometry; inhibition, % at 6.6 µM; hit rate 0.1% among 190,000; AID 1325;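 active = inhibition above 80%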;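 note: 0% = DMSO and 100% = nicardipine control wells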
Target sequence (Q9UNQ0 whole entry, looked up): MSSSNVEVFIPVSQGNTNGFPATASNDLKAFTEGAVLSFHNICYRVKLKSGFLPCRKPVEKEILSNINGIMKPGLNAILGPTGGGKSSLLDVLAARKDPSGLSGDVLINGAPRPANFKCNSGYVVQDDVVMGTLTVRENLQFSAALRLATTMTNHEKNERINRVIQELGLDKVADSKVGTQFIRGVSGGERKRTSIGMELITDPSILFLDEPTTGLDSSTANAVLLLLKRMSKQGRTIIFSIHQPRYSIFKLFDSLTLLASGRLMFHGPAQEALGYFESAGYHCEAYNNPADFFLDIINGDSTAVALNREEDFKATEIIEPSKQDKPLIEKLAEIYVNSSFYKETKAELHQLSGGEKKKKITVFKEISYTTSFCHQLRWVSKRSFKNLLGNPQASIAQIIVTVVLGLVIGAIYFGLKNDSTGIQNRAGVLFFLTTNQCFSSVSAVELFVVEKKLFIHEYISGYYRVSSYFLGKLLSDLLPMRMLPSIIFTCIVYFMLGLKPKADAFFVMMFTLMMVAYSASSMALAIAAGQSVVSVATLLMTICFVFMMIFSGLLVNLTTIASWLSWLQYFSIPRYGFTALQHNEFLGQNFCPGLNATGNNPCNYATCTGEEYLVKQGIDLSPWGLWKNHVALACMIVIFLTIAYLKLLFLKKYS
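Read-out basis: Efflux inhibition in percent versus controls | Test system: ABCG2 IgMXP3 and barcoded ABCB1 CCRF-Adr cell mix | Quantity: 3 million cells/mL in well | Schedule: 10 min at 25 °C | Control set: Nicardipine as high control, DMSO as low control | Reagent: JC-1 as fluorescent efflux pump substrate | Signal: Flow cytometry of retained JC-1 fluorescence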
HRas wt GTP: modulators of GTP binding to human HRas wildtype; P01112; GST-Ras wt beads, Bodipy-FL-GTP binding, flow cytometry; actives lie on both sides; GTP binding activity, % at 10 µM; hit rate 0.14% among 190,000; AID 759;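 active = GTP binding activity at least 20% away from the 100% baseline, either lowered as inhibitor or raised as activator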;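 note: 0% = unlabeled GTP competition control and 100% = no-compound control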
Target sequence (P01112 whole entry, looked up): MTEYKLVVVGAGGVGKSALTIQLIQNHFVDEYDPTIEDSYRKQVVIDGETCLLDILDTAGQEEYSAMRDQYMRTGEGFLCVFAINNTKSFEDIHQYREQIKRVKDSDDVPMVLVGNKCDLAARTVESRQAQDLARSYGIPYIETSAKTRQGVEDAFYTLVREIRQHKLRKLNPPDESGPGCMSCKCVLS
Rab2 wt GTP: changes GTP binding to wildtype dog Rab2A, up or down; P61105; GST-Rab2 wt beads, Bodipy-GTP binding, flow cytometry; GTP binding activity, % at 10 µM; hit rate 0.19% among 190,000;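 active = GTP binding activity at least 20 points away from 100%, either lowered or raised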;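 note: 0% = beads with excess unlabeled GTP and 100% = no-compound control corrected for plate trend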
Cdc42 wt GTP: human Cdc42 wildtype GTP binding change, either direction. P60953. hit rate 0.2% among 190,000. GST-Cdc42 beads, Bodipy-GTP binding, flow cytometry; actives lie on both sides. AID 761. percent activity (GTP binding), % at 10 µM;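 active = percent activity GTP binding at least 20 points away from the 100% baseline, either down as inhibitor or up as activator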;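 note: median bead fluorescence of bound Bodipy-FL-GTP at 100 nM; 0% = excess unlabeled GTP control and 100% = no compound control; below 100% means less GTP binding so inhibitor and above means activator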
Target sequence (P60953 whole entry, looked up): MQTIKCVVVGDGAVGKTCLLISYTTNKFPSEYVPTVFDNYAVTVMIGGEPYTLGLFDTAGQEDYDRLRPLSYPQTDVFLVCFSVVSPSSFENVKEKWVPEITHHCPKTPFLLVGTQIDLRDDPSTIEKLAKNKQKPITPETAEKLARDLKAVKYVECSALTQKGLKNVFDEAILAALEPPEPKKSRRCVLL
ABCB1 block: human ABCB1 inhibition, ABCG2 as counter-screen; P08183; CCRF-Adr cells, JC-1 efflux, flow cytometry; inhibition, % at 6.6 µM; hit rate 0.067% among 190,000; AID 1326; in the data active = inhibition above about 40%;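 note: 0% = vehicle and 100% = reference inhibitor; higher value means more JC-1 retained so stronger ABCB1 efflux block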
Rac1 wt modul: modulators of human Rac1 wildtype GTP binding. P63000. GST-Rac1 beads, fluorescent GTP binding, flow cytometry; actives lie on both sides; 0 = cold GTP competed, 100 = untreated. GTP binding activity (% of control), % at 10 µM. hit rate 0.27% among 190,000. AID 757;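 active = GTP binding activity at least 20 points away from the 100% control level, either lower or higher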
Starred values were filed as active, the others as inactive; / = not tested or not shown.

SMILES | Rab7 wt modul | Rac1 mut GTP | Pf gamet viab | GSH bead fluor | Avidin fluor | ABCG2 block | HRas wt GTP | Rab2 wt GTP | Cdc42 wt GTP | ABCB1 block | Rac1 wt modul
CC(C)C(=O)NC(C)C(c1cccs1)N1CCN(c2ccccc2)CC1 (stereo not given) | 97 | 93 | 10 | 17 | 24 | 3 | 96 | 96 | 96 | 0.6 | 103
Nc1nc(-c2cccc(F)c2)cs1 | 100 | 98 | -38 | 11 | / | 9 | 100 | 99 | 98 | -0.6 | 100
CCOC(=O)c1c(NC(=O)Cn2cc([N+](=O)[O-])cn2)sc2c1CCC2 | 103 | 100 | / | 11 | 15 | 1 | 106 | 103 | 102 | 0.1 | 106
CC(=O)Nc1cccc(NC(=O)Nc2ccc(C(C)=O)cc2)c1 | 102 | 95 | / | 40 | 16 | 0 | 100 | 100 | 102 | 0.1 | 107
Cc1nnc2n(C3CCCCC3)c(=O)c3c4c(sc3n12)CCC4 | 100 | 96 | / | 10 | 14 | 1 | 97 | 97 | 101 | 0.2 | 103
O=c1[nH]c2ccccc2cc1-c1nnn(-c2ccc(F)cc2)n1 | 98 | 96 | 1 | 20 | 6 | 2 | 97 | 96 | 96 | 0.8 | 97
CC(C)(C)C(=O)Nc1cc(NC(=O)C(C)(C)C)cc(C(=O)Nc2cc(C(=O)O)cc(C(=O)O)c2)c1 | 103 | 100 | 5 | 11 | 6 | -1 | 104 | 103 | 106 | -0.5 | 104
CCOC(=O)c1ccc(NC(=S)N(CCN2CCCCCC2)Cc2ccco2)cc1 | 90 | 95 | 0 | 11 | 12 | -2 | 94 | 93 | 98 | 1.1 | 97
C/C(=N/NC(=O)c1cccs1)c1ccc(NC(=O)COc2ccc(Cl)cc2)cc1 | 99 | 103 | / | 29 | 13 | 21 | 102 | 102 | 103 | 0.6 | 107
COc1ccc(-n2c(C)c(C(C)=O)c3cc(OCC(N)=O)ccc32)cc1 | 102 | 97 | / | 10 | 11 | 0 | 100 | 99 | 95 | -0.2 | 100
Cc1ccccc1C(C(=O)NCc1ccccc1)N(Cc1ccco1)C(=O)c1ccccn1 (stereo not given) | 97 | 98 | -27 | 20 | 6 | 22 | 99 | 102 | 101 | 4.1 | 102
COc1ccc(CCNC(=O)CSc2nn(-c3ccccc3)c(=S)s2)cc1OC | 99 | 102 | / | 17 | 14 | 10 | 102 | 101 | 103 | 1.5 | 105
CCNC(=O)C1CCCN1S(=O)(=O)c1ccc(C)cc1 (stereo not given) | 102 | 100 | -22 | 11 | 24 | -2 | 101 | 99 | 100 | -1.1 | 103
CCOP(=O)(c1ccccc1)C1(O)CCCCC1 (stereo not given) | 100 | 97 | -14 | 6 | 7 | 0 | 100 | 98 | 101 | 0.0 | 102
Cc1cc(Br)c(S(=O)(=O)NCCN2CCOCC2)cc1C | 100 | 101 | / | 35 | 16 | 1 | 98 | 103 | 97 | -1.2 | 102
CCOc1ccc2nc(NCCNC(=O)CC)c(C#N)cc2c1 | 103 | 99 | 1 | 43 | 34 | 1 | 101 | 100 | 101 | 0.2 | 100
Cc1cc(=O)oc(C)c1C(=O)NCc1ccco1 | 99 | 100 | -12 | 23 | 11 | 4 | 105 | 106 | 106 | 0.8 | 102
NC(=O)CCN1CCN(CCOC2Cc3cc(Cl)ccc3Sc3ccccc32)CC1 (stereo not given) | 103 | 99 | 10 | 10 | 4 | 1 | 101 | 99 | 100 | 0.2 | 102
COc1ccc(Cn2c(=O)[nH]c3cc(C(=O)Nc4ccc(N5CCN(C)CC5)cc4)ccc32)cc1 | 103 | 99 | 5 | 9 | 7 | 3 | 103 | 102 | 103 | 0.5 | 106
Cc1ccc(S(=O)(=O)Cn2nnnc2C(C(C)C)N2CCN(c3nc4ccccc4s3)CC2)cc1 (stereo not given) | 99 | 100 | -3 | 14 | 22 | 6 | 100 | 100 | 102 | 2.4 | 105
O/N=C1\CCCc2ccccc21 | 97 | 98 | / | 9 | 3 | 7 | 96 | 98 | 99 | 2.5 | 97
CC(C)(C)OC(=O)N1CCC(C(=O)N[C@H](Cc2ccccc2)C(=O)O)CC1 | 100 | 99 | / | 32 | 4 | 0 | 100 | 100 | 100 | 0.1 | 102
CCCc1ccc(-c2ccc(F)c(N)c2)nc1 | 100 | 97 | / | 9 | 12 | 1 | 100 | 101 | 98 | 0.5 | 98
Cc1cc(NCCc2ccc(Cl)cc2)n2ncnc2n1 | 95 | 94 | -16 | 17 | 8 | 7 | 93 | 94 | 96 | 0.5 | 92
CC1CCC(C(=O)NC(C(=O)N2CCC(N3CCCCC3)CC2)C(C)C)CC1 (stereo not given) | 93 | 99 | / | 4 | 10 | 1 | 98 | 96 | 102 | 0.2 | 102
The list goes on.
SMILES | Rab7 wt modul | Rac1 mut GTP | Pf gamet viab | GSH bead fluor | Avidin fluor | ABCG2 block | HRas wt GTP | Rab2 wt GTP | Cdc42 wt GTP | ABCB1 block | Rac1 wt modul
CC1CCCCN1CCNc1nc(=S)[nH]c2ccccc12 (stereo not given) | 100 | 100 | / | 11 | 10 | 1 | 100 | 103 | 104 | 0.1 | 107
CCN1CCc2c(C#N)c(NCc3ccccc3)nc(N(CC)CC)c2C1 | 105 | 100 | / | 13 | 6 | 2 | 101 | 105 | 100 | 1.0 | 104
CCOc1ccc2nc(SCC(=O)N3CCCc4ccccc43)sc2c1 | 101 | 100 | -4 | 29 | 19 | 3 | 103 | 102 | 105 | 0.3 | 102
COc1ccccc1/C=N/NC(=O)c1[nH]c(C)c(C(=O)N/N=C/c2ccccc2OC)c1C | 100 | 99 | 16 | 8 | 2 | 2 | 98 | 97 | 97 | 0.2 | 101
CC(C)N1C(=S)SC(C)(C)C1n1oc(=O)n(-c2ccc(Cl)c(Cl)c2)c1=O (stereo not given) | 98 | 100 | / | 22 | 22 | 0 | 100 | 99 | 100 | -0.1 | 103
CC(O)[C@H](NC(=O)C1(c2ccccc2)CCN(C(=O)OC(C)(C)C)CC1)C(=O)O (stereo not given in full) | 98 | 96 | -44 | 47 | 7 | 0 | 97 | 96 | 99 | 0.1 | 99
Oc1c(C=Nc2cccnc2)sc2ccccc12 | 101 | 99 | -15 | 16 | 11 | 3 | 104 | 103 | 103 | 0.9 | 101
COc1ccccc1CNS(=O)(=O)c1ccc2[nH]cc(C(=O)O)c(=O)c2c1 | 104 | 102 | / | 23 | 45 | 1 | 106 | 106 | 107 | 0.3 | 108
COC(=O)C(NC(=O)Nc1ccccc1OC)C(C)C (stereo not given) | 98 | 94 | -25 | 14 | 16 | 1 | 98 | 96 | 97 | 0.2 | 95
COC(=O)c1sccc1NC(=O)CSc1ccccc1NS(=O)(=O)c1ccc(Br)cc1 | 96 | 92 | / | 13 | 39 | 1 | 97 | 94 | 98 | 0.4 | 93
COc1ccc(N(CC(=O)NC2CCCCC2)C(=O)CNC(=O)c2ccco2)c(OC)c1 | 96 | 98 | -29 | 17 | 5 | 1 | 99 | 98 | 101 | 0.4 | 109
Cc1ccc(NC(=S)NCc2ccc3c(c2)OCO3)c(C)c1 | 98 | 95 | / | 18 | 33 | 3 | 99 | 97 | 98 | 0.9 | 96
COc1ccc(C)cc1S(=O)(=O)N(CC(=O)O)c1ccccc1 | 103 | 100 | / | 24 | 28 | 0 | 104 | 104 | 101 | 0.3 | 108
CC12CCC(C(=O)NCCc3ccccc3)(OC1=O)C2(C)C (stereo not given) | 102 | 87 | -12 | 13 | 10 | -3 | 92 | 94 | 86 | -0.5 | 90
O=C(Cc1cccs1)Nc1nc2c(s1)CCCC2 | 101 | 95 | / | 43 | 10 | 7 | 101 | 98 | 95 | 0.3 | 100
CNC(=O)c1cccnc1Nc1cccc(C(F)(F)F)c1 | 100 | 99 | -7 | 17 | 13 | 11 | 99 | 98 | 102 | 0.4 | 105
Cc1nc2ccccc2nc(C)c1=NOCc1ccc(C#N)cc1 | 95 | 100 | / | 5 | 3 | 7 | 99 | 94 | 102 | 1.2 | 100
CCCC1/C(=N/O)CC(c2ccccc2)NC1c1ccccc1 (stereo not given) | 95 | 95 | / | 72 | 7 | 3 | 98 | 101 | 104 | 0.8 | 100
OCc1nn2c(c1Br)NC(c1ccccc1)CC2C(F)(F)F (stereo not given) | 97 | 95 | 19 | 21 | 9 | 1 | 100 | 100 | 100 | 0.3 | 97
CCn1c(SCC(=O)NCc2ccc(C)cc2)nnc1-c1ccncc1 | 100 | 100 | / | 17 | 7 | 2 | 101 | 101 | 102 | 0.2 | 106
CC(=O)Nc1ccc(NC(=O)Oc2ccccc2)cc1 | 100 | 98 | -16 | 16 | 14 | 0 | 98 | 95 | 97 | 0.0 | 98
Cc1sc(NC(=O)/C=C/c2ccc3c(c2)OCO3)nc1-c1ccccc1 | 97 | 97 | / | 11 | 10 | -13 | 100 | 97 | 104 | -1.5 | 100
CCOC(=O)c1c(NC(=O)CCC(=O)O)sc2c1CCCCC2 | 94 | 94 | 19 | 8 | 2 | 14 | 93 | 92 | 95 | 0.0 | 99
CCOC(=O)c1ccc(NC(=O)CCc2nc(-c3ccc(C)cc3)no2)cc1 | 96 | 98 | -14 | 30 | 25 | 36 | 100 | 100 | 103 | 0.6 | 104
CC(=O)NC(=S)Nc1cc(C(F)(F)F)ccc1N1CCOCC1 | 99 | 101 | 20 | 7 | 2 | 0 | 101 | 100 | 106 | -0.3 | 105
(continued)
SMILES | Rab7 wt modul | Rac1 mut GTP | Pf gamet viab | GSH bead fluor | Avidin fluor | ABCG2 block | HRas wt GTP | Rab2 wt GTP | Cdc42 wt GTP | ABCB1 block | Rac1 wt modul
COc1cccc(/C=C/C(=O)c2ccc(NS(=O)(=O)c3ccc(C)cc3)cc2)c1 | 95 | 96 | 6 | 10 | 8 | 20 | 94 | 95 | 99 | 0.5 | 101
CC(C)c1ccc(N(C(=O)C(F)(F)F)C(C(=O)NC2CCCCC2)c2ccncc2)cc1 (stereo not given) | 94 | 97 | / | 5 | 15 | 0 | 98 | 96 | 97 | 0.5 | 95
O=C(c1ccc2c(c1)OCO2)N1CCN(c2ccccc2F)CC1 | 102 | 98 | -15 | 21 | 17 | -1 | 101 | 102 | 104 | 0.2 | 103
COC(=O)c1cccc(NC(=O)Cn2cnc3ccccc3c2=O)c1 | 101 | 102 | 6 | 15 | 36 | 2 | 107 | 105 | 109 | 0.8 | 107
CCn1c(SCC(=O)c2ccc3c(c2)Cc2ccccc2-3)nnc1-c1ccc(N)cc1 | 97 | 100 | / | 17 | 13 | -2 | 101 | 102 | 100 | -0.7 | 99
Nc1nonc1C(=Nc1ccccc1)NO | 99 | 101 | 11 | 19 | 7 | 0 | 102 | 103 | 104 | 0.2 | 99

Rows are unselected; about 1.1% have a hit in one of these screens.
